High-throughput results deposited in PubChem by National Center for Advancing Translational Sciences (NCATS).
TDP-43 yeast inh: inhibitors of TDP-43 toxicity in yeast; TDP-43 expressing yeast growth rescue, BacTiter-Glo, 24 h; actives 1.8% (n = 410,000); Potency, µM (titrated, usually from 46.1 µM), for the others: top-dose growth rescue (activation), actives largely listed as activators; further: % of control where 0% means no effect; nearly all actives have a fitted effect of over 50% in size
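Yeast cells expressing TDP-43 under galactose induction are exposed to compounds for 24 hr at 30 deg C. BacTiter-Glo luminescence measures growth, so protective compounds score as activators.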
KB-3-1 cytotox: KB-3-1 parental cell cytotoxicity | actives 1.4% (n = 400,000) | KB-3-1 viability, CellTiter-Glo ATP luminescence, 72 h | Potency, µM (top dose mostly 46.1 µM), for inactives: at the highest dose activity change, negative = cytotoxic, most hits filed as cytotoxic | AID 1347075; further: on the % scale 0 is the no-effect control and ±100 the full control effect; nearly all actives have a fitted effect of over 60% in size
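Parental KB-3-1 adenocarcinoma cells in phenol-red-free DMEM with 10% FBS were pin-treated with compounds at several concentrations, incubated 72 h at 37 °C, and viability read by CellTiter-Glo luminescence; concentration-effect curves were fitted after normalization.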
GLP1R inv ag: acts as inverse agonist at human GLP-1 receptor | HEK293 GLP-1R CRE-luciferase, luminescence, 24 h; GLP-1R form is constitutively active | Potency, µM (doses to about 38.3 µM), inactives show at the highest dose activity change, negative = inhibition, hits mostly inhibitors | actives 1.6% (n = 410,000) | AID 624417; further: on the % scale 0 is the no-effect control and ±100 the full control effect; nearly all actives have a fitted effect of over 55% in size
Target sequence (P43220 whole entry, looked up): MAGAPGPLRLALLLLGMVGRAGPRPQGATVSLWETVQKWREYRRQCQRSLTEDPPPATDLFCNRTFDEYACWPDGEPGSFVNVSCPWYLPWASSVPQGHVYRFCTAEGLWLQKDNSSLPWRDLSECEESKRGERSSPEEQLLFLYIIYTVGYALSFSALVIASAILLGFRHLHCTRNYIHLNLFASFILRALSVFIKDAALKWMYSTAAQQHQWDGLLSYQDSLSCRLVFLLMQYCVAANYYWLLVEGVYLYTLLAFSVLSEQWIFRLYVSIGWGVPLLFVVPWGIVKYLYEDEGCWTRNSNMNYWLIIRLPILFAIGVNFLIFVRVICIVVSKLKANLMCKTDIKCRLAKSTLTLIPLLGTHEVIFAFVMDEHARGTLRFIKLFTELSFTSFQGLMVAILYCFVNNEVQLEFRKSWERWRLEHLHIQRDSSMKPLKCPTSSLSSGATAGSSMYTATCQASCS
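Inverse agonists were sought by their lowering of basal cAMP reporter luciferase output in HEK293 cells stably carrying constitutively active human GLP-1R, after 24 h compound treatment.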
HT1080 IDH1KD tx: kills HT-1080 cells with IDH1 knockdown; HT-1080 IDH1 knockdown viability, ATP luminescence, 48 h; Potency, µM (top dose mostly 46.1 µM), inactives show top-dose activity, negative = toxicity, usual class: cytotoxic; actives 2% (n = 360,000); AID 686971;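 further: 0% = DMSO wells and -100% = cell-free medium wells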
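HT-1080-IDH1KD cells (IDH1 knocked down), 750/well in RPMI with 5% FBS, treated with compound 48 h at 37 degrees C. Viability by CellTiter-Glo luminescence, normalised to DMSO and no-cell wells; concentration-response curves classed.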
GLP1R cytotox: cytotoxic in the GLP-1 receptor inverse agonist counter-screen | HEK293 cAMP-luciferase reporter cells, luminescence, 24 h | AID 624418 | actives 0.13% (n = 410,000) | Potency, µM (series often up to 38.3 µM), for inactives: top-dose activity change, negative = inhibition, usual class: inhibitors;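 further: loss of luciferase light is scored as toxicity; on the % scale 0 is the no-effect control and ±100 the full control effect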
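Luminescence readout: signal drop marks cytotoxicity. Plated cells grew 12 h at 37 °C, 5% CO2, received 23 nL compound for 24 h, then got luciferase reagent, read after 12 min at RT.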
KB-V1 cytotox: KB-V1 MDR subline cytotoxicity. Potency, µM (top dose mostly 46.1 µM), inactives show at the top dose activity change, negative = cytotoxicity, actives largely listed as cytotoxic. KB-V1 MDR cells viability, CellTiter-Glo, 72 h. actives 3.4% (n = 400,000). AID 1347076; further: on the % scale 0 is the no-effect control and ±100 the full control effect; nearly all actives have a fitted effect of over 60% in size
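KB-V1, DMEM (no phenol red) + 10% FBS; cpd pin-transferred, titration series; 72 h, 37 degrees C; CellTiter-Glo, luminescence. Data normalized, curve-fit.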
SW480 rerep: inducers of DNA re-replication in SW480 colon cancer cells; SW480 DNA re-replication, Hoechst DNA content imaging, 48 h; Potency, µM (series often up to 46.1 µM), for inactives: at the top dose re-replication activation, actives largely listed as activators; actives 1.8% (n = 340,000); AID 624297; further: % of control where 0% means no effect; nearly all actives have a fitted effect of over 55% in size
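Readout is total intensity of Hoechst-stained nuclei, excited at 405 nm and collected at 500-530 nm. Compound treatment lasted 48 hr at 37 C in 5% CO2 before staining.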
HT1080NT lethal: kills 2HG-producing HT-1080-NT fibrosarcoma cells; HT-1080-NT fibrosarcoma viability, CellTiter-Glo ATP luminescence, 48 h; Potency, µM (series often up to 46.1 µM), for the others: at the highest dose activity, negative = less viability, actives largely listed as cytotoxic; actives 1.6% (n = 360,000);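 further: NT is the 2HG producing partner of a matched IDH1 knockdown line; 0% = DMSO-treated cells and -100% = media-only wells without cells; nearly all actives have a fitted effect of over 55% in size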
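A 48-hour cytotoxicity screen used HT-1080-NT cells plated 2 hours before compound delivery. ATP-based CellTiter-Glo luminescence measured viability, normalized to DMSO and no-cell controls.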
GLP-1R agonist: GLP-1 receptor (human) agonism | P43220 | actives 0.007% (n = 380,000) | Potency, µM (titrated, usually from 45.6 µM), for the others: at the top dose activation, actives largely listed as activators | HEK293 GLP-1R CRE-luciferase, luminescence, 4-6 h; cells express a hypersensitive GLP-1R form; further: % of control where 0% means no effect
Starred values were filed as active, the others as inactive; ? = inconclusive; / = not tested or not shown; [ ] = dose if it differs, or a comment. The call rests on the fitted dose curve; in most records, active means well fitted curve in the direction sought with a large enough effect; inconclusive means small, poorly fitted or top-dose-only effect, or another doubt; inactive means no such curve, though single readings can be large; an effect the other way counts as inactive or inconclusive. Potency means the concentration at half of the fitted maximal effect.

1) CCCCOc1ccc(C(=O)NCCc2sc(-c3ccc(OC)c(OC)c3)nc2C)cc1
2) Cc1cccc(-n2c(C)cc(C=C(C#N)C#N)c2C)c1
3) O=C(COC(=O)c1ccc(O)cc1)NC(=O)NCc1ccccc1
4) CCc1cc(-c2cnnn2Cc2ccc3ccccc3c2)ccc1-c1cn(CC(C)C)nn1
5) Cn1cc(CCNCc2cn[nH]c2-c2ccc(-c3ccccc3)cc2)cn1
6) CC(NC(=O)Cc1ccc(F)cc1)C(c1cccs1)N1CCN(C)CC1 (stereo not given)

entry no.	1	2	3	4	5	6
TDP-43 yeast inh	?	-12%	-5%	28%	-9%	-12%
KB-3-1 cytotox	4%	-3%	-4%	?	-2%	-3%
GLP1R inv ag	?	15%	15%	11%	?	5%
HT1080 IDH1KD tx	/	2%	-12%	7%	?	8%[9.24 µM]
GLP1R cytotox	?	-3%	4%	3%	0%	5%
KB-V1 cytotox	?	4%	10%	?	-7%	-7%
SW480 rerep	/	-1%	0%	/	?	0%
HT1080NT lethal	/	15%	6%	4%	?	-22%
GLP-1R agonist	-5%	3%	-5%	-2%	22%	-3%

7) Nc1nc(NCCOCCO)nc(NCc2ccccc2)c1[N+](=O)[O-]
8) C=CCC[C@H](Cc1ccc(F)cc1)C(=O)OC[C@H](Cc1c[nH]c2ccccc12)NC(=O)[C@H](CC=C)CC(=O)NCCO
9) COc1ccc(-c2cc(=Nc3c(C)n(C)n(-c4ccccc4)c3=O)c3ccccc3o2)cc1
10) CC1CCN(c2cc(N)c(Cl)cc2[N+](=O)[O-])CC1
11) O=C(NCc1cccnc1)c1ccc(COc2ccc(Cl)cc2Cl)o1
12) COc1cc(OC)c(OC)cc1/C=N/n1c(-c2n[nH]c3c2CCC3)n[nH]c1=S

entry no.	7	8	9	10	11	12
TDP-43 yeast inh	-5%	24%	-15%[1.82 µM]	18µM*	7%	26%
KB-3-1 cytotox	5%	0%	10%	9%	-15%	6%
GLP1R inv ag	46%[activator]	?	66%[activator]	?	10%	0%
HT1080 IDH1KD tx	-3%	-7%	-21%	-15%	-14%	-1%
GLP1R cytotox	-8%	-10%	-8%	-26%	7%	-17%
KB-V1 cytotox	-2%	0%	?	3%	-25%	1%
SW480 rerep	6%	-2%	-3%	10%	-5%	0%
HT1080NT lethal	-6%	-15%	-6%	-5%	-4%	6%
GLP-1R agonist	26%	-6%	22%	4%	-2%	17%

13) CC(C)NC(=O)C1Cc2c(-c3ccc4c(c3)OCO4)ccnc2O1 (stereo not given)
14) COc1cccc(OC)c1C(=O)NC(C)C12CC3CC(CC(C3)C1)C2 (stereo not given)
15) CCN(CC)S(=O)(=O)c1ccc2c(c1)c(=O)c(C(=O)NCc1ccco1)cn2C
16) COc1ccc(OC)c(NC(=O)c2cc(-c3cc(C)c(C)cc3O)n[nH]2)c1
17) C[C@@H]1CN([C@@H](C)CO)C(=O)CCCn2nncc2CO[C@H]1CN(C)C(=O)Nc1ccc(F)cc1
18) COc1cc2sc(-c3ccc(S(C)(=O)=O)cc3)c(C(=O)NCCCCO)c2cc1OC

entry no.	13	14	15	16	17	18
TDP-43 yeast inh	0%	-38%[inhibitor]	7%	-19%	3%	6%
KB-3-1 cytotox	0%	2%	0%	-6%	-8%	4%
GLP1R inv ag	-30%	8.9µM*	7%	24%	4%	9%
HT1080 IDH1KD tx	2%	-2%	-1%	-8%	-4%	13%
GLP1R cytotox	-2%	3%	0%	-10%	4%	-1%
KB-V1 cytotox	11%	-6%	-2%	-22%	-12%	0%
SW480 rerep	/	1%	-2%	6%	/	-9%
HT1080NT lethal	0%	-1%	-21%	-15%	-6%	13%
GLP-1R agonist	7%	-5%	8%	7%	10%	1%

19) O=C(CN1C(=O)c2ccccc2S1(=O)=O)NCc1ccco1
20) CCCC(=O)NNC(=O)CCC(=O)NCc1ccccc1
21) c1ccc(CCNc2nc3ccccc3n3nnnc23)cc1
22) Cc1c(-c2nc(N)nc(Nc3ccccc3)n2)oc2ccccc12
23) COc1cc([C@H]2OC[C@H]3[C@@H]2CO[C@H]3c2ccc(O)c(OC)c2)ccc1O
24) Cc1cc2oc(=O)cc(Cn3ccnc3)c2cc1C

entry no.	19	20	21	22	23	24
TDP-43 yeast inh	-24%	-19%	13%	?	20%	-7%
KB-3-1 cytotox	-6%	1%	15%	-12%	4%	1%
GLP1R inv ag	8%	-8%	0%	0%	8%	4%
HT1080 IDH1KD tx	-1%	-21%	23%	?	7%	-6%
GLP1R cytotox	4%	10%	8%	-27%	-7%	6%
KB-V1 cytotox	8%	11%	-2%	?	-5%	0%
SW480 rerep	-69%[inhibitor]	-2%	-1%	?	0%	-6%
HT1080NT lethal	7%	3%[9.24 µM]	5%	?	12%	1%
GLP-1R agonist	17%	-16%	-9%	15%	15%	4%

25) CCOc1ccccc1C(=S)NC1CCCCC1
26) COc1ccc(CCNC(=O)C(CC(C)C)NC(N)=O)cc1 (stereo not given)
27) O=C(c1ccc(Cl)cc1)c1oc2ccccc2c1CS(=O)c1ccccc1 (stereo not given)
28) COc1ccc2[nH]c(=O)c(C(c3nnnn3C(C)(C)C)N(Cc3ccco3)CC3CCCO3)cc2c1 (stereo not given)
29) CC(=O)Nc1ccc(S(=O)(=O)NC2(C(F)(F)F)C(=O)Nc3c2c(=O)[nH]c(=O)n3C)cc1 (stereo not given)
30) O=C(c1ccc(Cl)cc1Cl)c1ncc(C(F)(F)F)cc1Cl

entry no.	25	26	27	28	29	30
TDP-43 yeast inh	?	24%	-24%	-18%	-18%	-26%
KB-3-1 cytotox	12%	-5%	-13%	-9%	-1%	7%
GLP1R inv ag	?	8%	?	9%	-1%	3%
HT1080 IDH1KD tx	8%	4%	-9%	?	0%	5%
GLP1R cytotox	2%	6%	0%	2%	-3%	9%
KB-V1 cytotox	3%	4%	5.2µM*	1%	18%	7%
SW480 rerep	-1%	-23%	17%	7.3µM*	-6%	-2%
HT1080NT lethal	0%	-8%	9%	-27%	4%	7%
GLP-1R agonist	1%	-1%	11%	12%	-11%	-8%

A second format for some results above:
25: CCOc1ccccc1C(=S)NC1CCCCC1
  TDP-43 yeast inh: ?; KB-3-1 cytotox: 12%; GLP1R inv ag: ?; HT1080 IDH1KD tx: 8%; GLP1R cytotox: 2%; KB-V1 cytotox: 3%; SW480 rerep: -1%; HT1080NT lethal: 0%; GLP-1R agonist: 1%

26: COc1ccc(CCNC(=O)C(CC(C)C)NC(N)=O)cc1 (stereo not given)
  TDP-43 yeast inh: 24%; KB-3-1 cytotox: -5%; GLP1R inv ag: 8%; HT1080 IDH1KD tx: 4%; GLP1R cytotox: 6%; KB-V1 cytotox: 4%; SW480 rerep: -23%; HT1080NT lethal: -8%; GLP-1R agonist: -1%

The list goes on.
31) COc1ccccc1C(=O)NCCN1CCC(n2c(=O)[nH]c3ccccc32)CC1
32) COc1ccccc1C(=O)NCCC(=O)N1CCN(S(=O)(=O)c2ccccc2C(F)(F)F)CC1
33) Cc1ccc(NC(=S)Nc2ccc(OC(F)F)c(Cl)c2)cc1Cl
34) O=C(CSC1=NCCN1)NC1CCCCCC1
35) Cc1cccc(C(=O)NCC(=O)N2CCC2)c1
36) COc1cc2c(cc1OC)CN(C(=O)/C=C/c1cc(OC)c(OC)c(OC)c1)CC2

entry no.	31	32	33	34	35	36
TDP-43 yeast inh	14%	12%	?	-12%	-8%	-4%
KB-3-1 cytotox	5%	-3%	21µM*	-1%	4%	-3%
GLP1R inv ag	5%	-1%	?	?	-6%	35%[activator]
HT1080 IDH1KD tx	26%	-3%	27%	-17%	-4%	-6%
GLP1R cytotox	0%	0%	?	?	-2%	-18%
KB-V1 cytotox	?	-19%	21µM*	-4%	-2%	?
SW480 rerep	/	1%	1%	-2%	4%	1%
HT1080NT lethal	7%	-9%	6%	-6%	0%	-7%
GLP-1R agonist	7%	0%	-21%	-11%	-5%	11%

37) Oc1ccc(/C=N/NC(=S)Nc2cccnc2)c(O)c1
38) COc1ccc([C@H]2CC(=O)C=C(c3ccc4c(c3)OCCO4)C2)cc1
39) O=C(COc1ccc(Cl)cc1)N/N=C/c1cccc2cccnc12
40) O=C(c1ccccc1)N1N=C(c2ccccc2)CC1c1cccs1 (stereo not given)
41) COCCNC(=O)C1(C)CCCN(C(=O)c2cccnc2SC)C1 (stereo not given)
42) CCN1CCN(C(=S)c2ccc(OC)cc2)CC1
43) COc1cc(/C=N\NC(=O)c2ccc(-c3ccccc3)cc2)cc(OC)c1OC(C)=O
44) CC1(C(=O)NS(=O)(=O)C2CC2)CCN(C(=O)c2cccc(OC(F)(F)F)c2)C1 (stereo not given)
45) COc1ccc(/C=N/NC(=O)c2cc(C3CC3)[nH]n2)cc1OC

entry no.	37	38	39	40	41	42	43	44	45
TDP-43 yeast inh	3%	?	3%	10%	24%	10%	-2%	4%	6%
KB-3-1 cytotox	0%	-3%	-15%	3%	0%	-1%	0%	0%	3%
GLP1R inv ag	?	7%	?	?	16%	2%	1%	19%	8%
HT1080 IDH1KD tx	?	-3%	?	0%	15%	-3%	-12%	13%	13%
GLP1R cytotox	-5%	-20%	?	-3%	8%	10%	5%	6%	-29%
KB-V1 cytotox	-17%	?	?	-7%	4%	-2%	-1%	3%	5%
SW480 rerep	22%	1%	?	3%	/	-3%	?	/	?
HT1080NT lethal	?	-5%	-20%	-2%	13%	16%	-4%	21%	4%
GLP-1R agonist	-23%	18%	10%	?	2%	0%	22%	-5%	30%
